Screening data as filed in PubChem.
GCN5L2 inh: blocks human GCN5L2 histone acetyltransferase. Q92830. Potency, µM (series often up to 58.9 µM), without a hit: at the top dose activity change, negative = inhibition, most hits filed as inhibitors. AID 504327. GCN5L2 HAT assay, ThioGlo1 CoA-SH fluorescence. 390,000 compounds, 0.21% hits
Target sequence (Q92830 whole entry, looked up): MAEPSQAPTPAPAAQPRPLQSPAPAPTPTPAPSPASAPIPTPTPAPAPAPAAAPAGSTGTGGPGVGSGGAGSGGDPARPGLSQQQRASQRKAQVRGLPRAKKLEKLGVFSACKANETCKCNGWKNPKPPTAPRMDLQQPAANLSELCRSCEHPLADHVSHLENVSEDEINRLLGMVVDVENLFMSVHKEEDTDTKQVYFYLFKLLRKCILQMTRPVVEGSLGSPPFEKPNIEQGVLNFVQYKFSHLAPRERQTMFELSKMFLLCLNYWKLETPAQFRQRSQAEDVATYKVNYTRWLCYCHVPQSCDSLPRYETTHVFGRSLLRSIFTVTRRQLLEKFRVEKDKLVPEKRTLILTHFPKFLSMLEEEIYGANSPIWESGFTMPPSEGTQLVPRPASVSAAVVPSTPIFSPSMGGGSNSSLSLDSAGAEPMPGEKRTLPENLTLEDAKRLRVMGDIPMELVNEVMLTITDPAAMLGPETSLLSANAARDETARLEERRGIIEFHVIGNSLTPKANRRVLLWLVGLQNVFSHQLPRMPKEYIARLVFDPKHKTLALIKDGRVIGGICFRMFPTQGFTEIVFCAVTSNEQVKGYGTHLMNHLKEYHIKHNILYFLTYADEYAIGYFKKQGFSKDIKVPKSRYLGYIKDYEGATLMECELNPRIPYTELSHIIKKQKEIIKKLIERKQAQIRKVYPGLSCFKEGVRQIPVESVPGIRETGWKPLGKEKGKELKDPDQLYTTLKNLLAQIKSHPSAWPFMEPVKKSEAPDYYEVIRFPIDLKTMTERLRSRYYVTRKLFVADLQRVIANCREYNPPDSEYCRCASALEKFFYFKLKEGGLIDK
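Compounds, pin-transferred from DMSO stocks, meet 20nM GCN5L2 for 15 min before the reaction begins with H3(1-25) peptide (75uM) and acetyl-CoA (70uM). Thiol-reactive ThioGlo1 reports CoA release over 20 min at room temperature.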
TDP1 cell noCPT: qHTS for Inhibitors of human tyrosyl-DNA phosphodiesterase 1 (TDP1): qHTS in cells in absence of CPT | Potency, µM (highest dose often 46.2 µM), without a hit: at the top dose activity change, negative = growth inhibition, usual class: inhibitors | 420,000 compounds, 15% hits | DT40 Tdp1-/- hTDP1 cells, no CPT, ATP luminescence, 48 h; note: nearly all actives have a fitted effect of over 55% in size
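Luminescent ATP content (CellTiter-Glo) served as the growth readout. Knockout chicken DT40 cells expressing human TDP1 were exposed to compounds without camptothecin for a minimum 48 hr at 37 °C.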
TDP1 cell CPT: DT40-hTDP1 cell growth loss with CPT. chicken DT40 Tdp1-/-;hTDP1 cells + 20 nM CPT, ATP luminescence, 48 h. Potency, µM (series often up to 46.2 µM), without a hit: at the highest dose activity change, negative = growth inhibition, actives largely listed as inhibitors. 420,000 compounds, 12% hits; note: nearly all actives have a fitted effect of over 55% in size
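Chicken DT40 Tdp1-/- cells stably complemented with human TDP1 were seeded at 400 cells/well in medium containing 20 nM camptothecin, exposed to pin-transferred compounds, and grown at 37 °C for at least 48 hr. Viability was read as ATP luminescence.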
Starred values were filed as active, the others as inactive; ? = inconclusive; / = not tested or not shown; & = joins results of further samples; [ ] = remark or other dose. Calls come from the whole dose curve; as a rule, active = well fitted curve in the direction sought with a large enough effect; inconclusive = small, poorly fitted or top-dose-only effect, or another doubt; inactive = no such curve, though single readings can be large; an effect the other way counts as inactive or inconclusive. % is set by controls: 0 for no effect and ±100 for the full control effect; potency is the fitted concentration of half-maximal effect.

SMILES	GCN5L2 inh	TDP1 cell noCPT	TDP1 cell CPT
O=C(N/N=C/c1cn(-c2cccs2)nc1-c1ccccc1)c1ccccc1Br	-15.0%	23.1µM*	23.1µM*
CCOc1ccc(CNS(=O)(=O)c2ccc3c(c2)CC(=O)N3C)cc1	-18.5%	-17.2%	-1.4%
COc1cccc(NC(=O)Nc2nc(SC(C)(C)C)ns2)c1	-9.7%	?	14.6µM*
COCCCNC(=O)CSc1nc(-c2ccccc2)[nH]c1-c1ccc(C)cc1	-12.8%	?	?
CC(C)COc1ccc(-c2nnn(CC(=O)N3CCCC3)n2)cc1	-16.5%	?	-20.5%
O=C1CC(N2CCCCCC2)C(=O)N1c1ccc(F)cc1 (centres undefined)	-13.0%	-95.6%	-90.5%
COc1cccc(/C=c2/[nH]c(=O)/c(=C\c3cccc(OC)c3OC)[nH]c2=O)c1OC	/	?	?
O=C(Cc1cccc2ccccc12)Nc1nc2ccccc2[nH]1	-7.3%	-25.3%	?
CCCCN1CCc2nc(N3CCN(C)CC3)ncc2C1	17.3%	?	-19.4%
CCOc1cccc(C(=O)Nc2cccc(-c3nnc(-c4ccccc4)o3)c2)c1	-1.5%	18.4µM*	14.6µM*
Cc1ccc(NCC(=O)N/N=C/c2ccc(OC(=O)c3ccco3)cc2)cc1	-4.7%	-18.3%	?
CN(C)c1ccc(C(=O)OCC(=O)NC2CCCCCC2)cc1	-6.6%	?	-28.5%
O=C(COC(=O)c1ccco1)NCc1ccccc1Cl	-3.5%	2.9%	-6.7%
CC(C)NC(=O)CSc1nnc(-c2ccco2)n1N	4.5%	-0.6%	-1.0%
O=C(NCN1CCCCC1)c1cccnc1	-17.1%	-14.3%	-10.8%
c1cncc(OC2CCN(Cc3ccc4c(c3)CN(Cc3ccc5c(c3)OCCO5)CCO4)CC2)c1	/	16.4µM*	?
N/C(Cc1ccc(Cl)cc1Cl)=N\OC(=O)Cc1ccccc1	-4.8%	-27.3%	-24.9%
COc1ccc(Cl)cc1NC(=O)CN1C(=O)NC2(CCCC2)C1=O	1.9%	-16.0%	-12.1%
O=C(CN1C(=O)C2CC=CCC2C1=O)NC1=NCCS1 (centres undefined)	1.7%	0.7%	-5.6%
CC(C)CNC(=S)N1CCN(C)CC1	-1.1%	-2.7%	-17.0%
COc1ccc(Nc2nnc(SCC(=O)N3CCCC3)s2)cc1	-3.3%[0.501 µM]	?	?
CN1CCN(C(=O)C2=C[C@@H](C(C)(C)C)C[C@@H](OCc3ccc(CO)cc3)O2)CC1	-6.2%	-11.6%	-17.4%
COC(=O)c1ccc(NC(=O)CN2CCC(NC(=O)c3ccccc3F)CC2)cc1	/	?	-28.6%
COc1ccc(N(C)C(=O)CCn2cnc3onc(-c4ccc(F)cc4)c3c2=O)c(OC)c1	-1.5%	13µM*	20.6µM*
Clc1ccccc1-c1nc(NC2CCNCC2)c2ccccc2n1	28.2µM*	25.9µM*	10.3µM*

The results go on:
SMILES	GCN5L2 inh	TDP1 cell noCPT	TDP1 cell CPT
Cc1ccc(-n2nc(C)c(C3(O)C(=O)N(C(C)C)c4ccccc43)c2N)cc1 (centres undefined)	-1.4%	11.6µM*	10.3µM*
NC(=O)COC(=O)c1c2c(nc3ccccc13)CCC2	-24.6%	-9.4%	2.5%
CCOC(=O)C1(Cc2cccc(OC)c2)CCN(Cc2cnc(SC)nc2)CC1	-1.9%	?	-26.9%
COc1ccc(CNC(=O)c2cc3c(=O)n(Cc4ccc(OC)cc4)ccc3nc2C)cc1	-4.1%	?	?
O=C(CC1CC1)N[C@@H]1CC[C@@H](CCNS(=O)(=O)c2ccc(F)cc2)O[C@@H]1CO	/	-2.0%	18.6%
CC(C)CNC(=O)c1ccccc1NC(=O)CN(c1ccc2c(c1)OCCO2)S(C)(=O)=O	-7.4%	-24.9%	-6.1%
Cc1ccc(-n2ncc3c(=O)n(CC(=O)NC4CCCC4)cnc32)cc1C	0.9%	-6.3%	3.8%
Cc1ccc(C)c(OCC(=O)N2CCOCC2)c1	17.5%	-10.5%	-2.4%
O=C(CN1C(=O)c2ccccc2S1(=O)=O)NCc1ccc(F)cc1	-5.2%	3.1%	-4.0%
C#CCN1N=C(c2ccc(C)cc2)CSC1=O	/	-1.8%	-0.3%
C[n+]1c2n(c3ccccc31)N=C(c1cc(C(C)(C)C)c(O)c(C(C)(C)C)c1)CS2	-3.1%	2.59µM*	4.11µM*
N#CCc1ccc(C(=O)c2ccccc2F)s1	-29.5%	-31.1%	-13.0%
CCOC(=O)N1CCC(NC(=O)c2ccc(CS(=O)c3cccc(C)c3)o2)CC1 (centres undefined)	-9.3%	-5.5%	-12.9%
COc1ccc2cc(-c3[nH]ncc3CN3CCCN(c4ccccc4)CC3)ccc2c1	-16.4%	?	23.1µM*
Cc1cc(NC(=O)C2CC(c3ccc(Cl)cc3)=NO2)no1 (centres undefined)	3.1%	-29.8%	-1.3%
Cc1[nH]c2ccccc2c1/C=N/Nc1cccc(C(=O)O)c1	-14.3%	-10.0%	-0.2%
C[C@@H]1O[C@H](C2CCCC2)Cc2[nH]c(=S)[nH]c(=O)c21	/	-19.4%	-23.9%
CCn1nc(C)c(CNC(=O)C2CCC(=O)N(Cc3cccc(F)c3)C2)c1C (centres undefined)	-23.2%	-2.5%	-11.6%
COc1ccc(-c2nc3cnc(Nc4cccc(OC)c4)nc3n(C[C@H]3CCCO3)c2=O)cc1	-8.5%	-9.3%	?
CC1CCN(S(=O)(=O)c2ccc3c(ccc(=O)n3CC(=O)Nc3cccc(F)c3)c2)CC1	-3.1%	13µM*	14.6µM*
CN1c2ccccc2Oc2c(c(=O)n(C)c(=O)n2C)C1c1cccc([N+](=O)[O-])c1 (centres undefined)	-4.3%	-0.5%	2.1%
O=S(=O)(NCC(c1cccnc1)N1CCOCC1)c1ccc(Cl)cc1 (centres undefined)	-3.9%	-24.0%	-3.2%
Cc1ccccc1-c1nc(S(=O)(=O)c2ccccc2)c(NCCCN2CCOCC2)o1	-2.3%	?	?
Nc1nc(SCc2ccccc2)c2[nH]cnc2n1	-3.3%	-7.2%&-22.9%	0.6%&-26.7%
CN(C)c1ccc(CN(C(=O)COc2ccc(Br)cc2)C2CCS(=O)(=O)C2)cc1 (centres undefined)	-3.9%	-0.9%	-27.9%

Next records follow.
SMILES	GCN5L2 inh	TDP1 cell noCPT	TDP1 cell CPT
N/C(=N\OC(=O)c1ccc2c(c1)OCO2)c1cccnc1	-4.2%	-23.7%	-22.5%
CC(=O)c1c(C)[nH]c(C(=O)OCC(=O)Nc2sc3c(c2C#N)CCCC3)c1C	-14.1%	16.4µM*	16.4µM*
COc1ccccc1NC(=O)CCc1nc(-c2cccs2)no1	-7.0%[0.501 µM]	-17.3%	-2.3%
CN1C(=O)N(C)c2ccc(Br)c3cccc1c23	-3.4%	?	?
O=C(CSCc1ccc([N+](=O)[O-])cc1)Nc1ccccc1C(=O)O	-4.9%	?	1.7%
CCCC(=O)c1ccc(N2CCN(C(=O)c3ccc(Br)cc3)CC2)c(F)c1	-14.3%	7.31µM*	23.1µM*
O=C(Nc1ccccc1C(=O)Nc1ccccn1)c1cc(F)c(F)cc1Cl	-10.1%	-18.9%	-21.0%
CC(C)c1ccc(/C=N/NC(=O)c2nnn(-c3nonc3N)c2CSC2=NCCS2)cc1	-11.7%	20.6µM*	?
C/C(=C\C(=O)c1ccccc1)Nc1ccc(Cl)c(Br)c1	/	?	?
COc1ccc(NC(=O)Nn2cnnc2)cc1OC	0.1%	4.2%	-8.5%
CCOC(=O)C1CCCN(C(=O)c2ccc([N+](=O)[O-])c(C)c2)C1 (centres undefined)	0.1%	-17.6%	-10.7%
c1ccc(-c2cccc(N3CC4(CCNCC4)C3)c2)cc1	-9.4%	9.2µM*	9.2µM*
Cc1ccccc1OCCN1C(=O)C(=O)c2cccc(C)c21	0.5%	0.92µM*	1.3µM*
Cc1ccc2[nH]c(CSc3nnc(NC(=O)c4ccc(Cl)cc4)s3)cc(=O)c2c1	1.5%	-14.6%	-2.0%
CCOc1ccc(C(C)C)cc1S(=O)(=O)N1CCN(C(=O)c2ccco2)CC1	-13.2%	8.0%	-15.2%
CCCCN(Cc1cc2ccccc2[nH]c1=O)S(=O)(=O)c1ccc(C)cc1	-16.6%	23.1µM*	?
O=C(O)c1cccc(O)c1O	/	1.5%	-7.0%
COc1ccc(NS(=O)(=O)c2cccc(Cl)c2Cl)cc1S(=O)(=O)N1CCCCC1	5.7%	?	?
CCc1nnc(SCc2cccc(Cl)c2)c2cc3sccc3n12	-10.8%	?	?
CC1CC(C)CN(CCCNC(=O)Cn2ncc3c(=O)oc4ccccc4c32)C1 (centres undefined)	-5.6%	-7.0%	-7.6%
COc1ccc(NC(=O)CN(C)C(=O)c2ccc(-c3cccc(C(F)(F)F)c3)o2)cc1	-5.9%	?	?
COCc1cc(C)nc(NCCc2ccccc2)c1C#N	/	?	-12.9%
OCC1OC(n2cnc3c(NCc4ccccc4O)ncnc32)C(O)C1O (centres undefined)	/	1.46µM*	1.3µM*
O=C(C[n+]1ccc(-c2cc(C(=O)Nc3cccc(C(F)(F)F)c3)c3ccccc3n2)cc1)c1cccc([N+](=O)[O-])c1	-17.9%	23.1µM*	?
CCC(CC)C(=O)Nc1cc([N+](=O)[O-])ccc1F	-0.3%	-20.7%	-13.5%
COc1ccc(CCNC(=O)c2cc3c(=O)n4ccccc4nc3n(CCCN3CCOCC3)c2=N)cc1	-5.5%	?	?
COc1cc(NC(=S)N2CCN(C)CC2)cc(OC)c1	-15.7%	4.5%	-1.4%
O=C(O)C1CCCC2CN3CCc4c([nH]c5ccccc45)C3C(O)C21 (centres undefined)	1.7%	?	-72.5%
O=C(Nc1cc(=O)[nH]c2ncnn12)c1ccc(Cl)cc1Cl	-0.2%	?	9.3%
CN(Cc1ccco1)C(=O)CN1C(=O)NC(c2ccccc2)(c2ccccc2)C1=O	-6.0%	-26.0%	-29.6%

In another format: results already given.
Every second line gives: GCN5L2 inh | TDP1 cell noCPT | TDP1 cell CPT
- O=C(CC1CC1)N[C@@H]1CC[C@@H](CCNS(=O)(=O)c2ccc(F)cc2)O[C@@H]1CO
  / | -2.0% | 18.6%
- CC(C)CNC(=O)c1ccccc1NC(=O)CN(c1ccc2c(c1)OCCO2)S(C)(=O)=O
  -7.4% | -24.9% | -6.1%
- Cc1ccc(-n2ncc3c(=O)n(CC(=O)NC4CCCC4)cnc32)cc1C
  0.9% | -6.3% | 3.8%
- Cc1ccc(C)c(OCC(=O)N2CCOCC2)c1
  17.5% | -10.5% | -2.4%
- O=C(CN1C(=O)c2ccccc2S1(=O)=O)NCc1ccc(F)cc1
  -5.2% | 3.1% | -4.0%
- C#CCN1N=C(c2ccc(C)cc2)CSC1=O
  / | -1.8% | -0.3%
- C[n+]1c2n(c3ccccc31)N=C(c1cc(C(C)(C)C)c(O)c(C(C)(C)C)c1)CS2
  -3.1% | 2.59µM* | 4.11µM*
- N#CCc1ccc(C(=O)c2ccccc2F)s1
  -29.5% | -31.1% | -13.0%
- CCOC(=O)N1CCC(NC(=O)c2ccc(CS(=O)c3cccc(C)c3)o2)CC1 (centres undefined)
  -9.3% | -5.5% | -12.9%
- COc1ccc2cc(-c3[nH]ncc3CN3CCCN(c4ccccc4)CC3)ccc2c1
  -16.4% | ? | 23.1µM*
- Cc1cc(NC(=O)C2CC(c3ccc(Cl)cc3)=NO2)no1 (centres undefined)
  3.1% | -29.8% | -1.3%
- Cc1[nH]c2ccccc2c1/C=N/Nc1cccc(C(=O)O)c1
  -14.3% | -10.0% | -0.2%
- C[C@@H]1O[C@H](C2CCCC2)Cc2[nH]c(=S)[nH]c(=O)c21
  / | -19.4% | -23.9%
- CCn1nc(C)c(CNC(=O)C2CCC(=O)N(Cc3cccc(F)c3)C2)c1C (centres undefined)
  -23.2% | -2.5% | -11.6%
- COc1ccc(-c2nc3cnc(Nc4cccc(OC)c4)nc3n(C[C@H]3CCCO3)c2=O)cc1
  -8.5% | -9.3% | ?
- CC1CCN(S(=O)(=O)c2ccc3c(ccc(=O)n3CC(=O)Nc3cccc(F)c3)c2)CC1
  -3.1% | 13µM* | 14.6µM*
- CN1c2ccccc2Oc2c(c(=O)n(C)c(=O)n2C)C1c1cccc([N+](=O)[O-])c1 (centres undefined)
  -4.3% | -0.5% | 2.1%
- O=S(=O)(NCC(c1cccnc1)N1CCOCC1)c1ccc(Cl)cc1 (centres undefined)
  -3.9% | -24.0% | -3.2%
- Cc1ccccc1-c1nc(S(=O)(=O)c2ccccc2)c(NCCCN2CCOCC2)o1
  -2.3% | ? | ?
- Nc1nc(SCc2ccccc2)c2[nH]cnc2n1
  -3.3% | -7.2%&-22.9% | 0.6%&-26.7%
- CN(C)c1ccc(CN(C(=O)COc2ccc(Br)cc2)C2CCS(=O)(=O)C2)cc1 (centres undefined)
  -3.9% | -0.9% | -27.9%
- N/C(=N\OC(=O)c1ccc2c(c1)OCO2)c1cccnc1
  -4.2% | -23.7% | -22.5%
- CC(=O)c1c(C)[nH]c(C(=O)OCC(=O)Nc2sc3c(c2C#N)CCCC3)c1C
  -14.1% | 16.4µM* | 16.4µM*
